Bioassay records from PubChem.
PMI inhibitors – inhibitors of human PMI, primary screen, biochemical, fluorescence intensity, coupled assay (AID 1209); purified PMI enzyme, coupled fluorescence intensity; higher % means a stronger effect; inhibition, % at 20 µM, or IC50 in µM where a hit was titrated; hit rate 0.42% among 190,000;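 also: plate controls were DMSO vehicle for no effect and wells lacking substrate for full effect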
Siah-1 displacement – Siah-1 peptide-binding antagonists, primary screen, biochemical, fluorescence polarization, rhodamine-plectin, uHTS (AID 1817); hit rate 0.02% among 290,000; Siah-1 / rhodamine-plectin peptide fluorescence polarization; higher % means a stronger effect; displacement, % at 20 µM, or IC50 in µM where a hit was titrated;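 active = displacement of at least 50% at 20 µM, with a fluorescence ratio check between 0.3 and a set limit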;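 also: plate controls were Siah plus tracer with DMSO for no effect and tracer alone without Siah for full effect; strong numbers were not always called active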
Dynein cargo inh – blocks dynein driven cargo transport along microtubules. 3617.4 mouse cells, GR-EGFP nuclear translocation imaging; test concentration mostly 20 µM; stimulated with dexamethasone, 1 µM; active compounds read low. z-score, hits read low. hit rate 0.47% among 220,000. AID 1381;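 active = plate z-score of nuclear minus cytoplasmic receptor signal below a set negative limit, without overly bright fluorescence or cell loss, cut at about -3.5 in these data, passing the limit was not always enough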;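 also: z-score of nuclear minus cytoplasmic ring GR-EGFP intensity difference per well; some compounds called inactive have numbers as strong as hits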
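Buffer or medium: tetracycline-free induction medium containing charcoal-stripped FBS / Reagent: dexamethasone agonist, 1.0 µM final, for 30 min / Technique: automated 10x imaging of fixed Hoechst-stained cells / Times: induction 48 h, compound 1 h, agonist 30 min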
human PMI inhibitors – human PMI inhibitors, high substrate, primary screen, biochemical, fluorescence intensity, high mannose 6-phosphate (AID 1220); recombinant PMI enzyme, coupled fluorescence intensity; higher % means a stronger effect; inhibition, % at 20 µM; hits with a dose series show IC50 in µM; hit rate 0.66% among 190,000
P. falciparum M1AAP – malaria alanyl aminopeptidase activity blockers – biochemical, fluorogenic H-Leu-NHMec substrate, 1536-well (AID 1445) | inhibition, % at 30 µM, or IC50 in µM where a hit was titrated | recombinant M1AAP, H-Leu-NHMec fluorogenic kinetic assay; higher % means a stronger effect | hit rate 0.42% among 220,000;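 active = primary inhibition above the hit cutoff, then over 50% inhibition at one or more dose response concentrations, cut at about 23% in these data, passing the limit was not always enough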;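 also: plate controls were DMSO full reaction for no effect and no enzyme background for full effect; strong numbers were not always called active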
M17LAP inhibition – P. falciparum M17LAP inhibitors, primary screen, biochemical, fluorogenic H-Leu-NHMec substrate, 1536-well (AID 1619); inhibition, % at 30 µM; hits with a dose series show IC50 in µM; recombinant M17LAP, H-Leu-NHMec fluorogenic kinetic assay; higher % means a stronger effect; hit rate 0.38% among 220,000;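 active = compound inhibiting the enzyme by more than half at any dose during confirmatory dose-response retesting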;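 also: plate controls were full reaction with DMSO carrier for no effect and no enzyme background for full effect; strong numbers were not always called active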
LYP phosphatase – inhibitors of LYP phosphatase, biochemical, fluorescence intensity, uHTS (AID 1779); recombinant LYP phosphatase, fluorescence intensity; higher % means a stronger effect; one-dose inhibition, % at 11.5 µM; IC50 in µM for titrated hits; hit rate 0.054% among 290,000;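 also: plate controls were vehicle with enzyme for no effect and no enzyme for full effect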
XIAP displacement – small molecules displacing peptide from XIAP – biochemical, IAP family, fluorescence polarization (AID 1018). XIAP BIR domain, fluorescence polarization peptide displacement; higher % means a stronger effect. displacement, % at 20 µM, or IC50 in µM where a hit was titrated. hit rate 0.007% among 200,000; in the data active = displacement above about 50%; also: a part of the inactive calls stands beside numbers as strong as those of hits
AID2073 – disruptors of CaV2.2 binding to Mint1 – biochemical, HTRF (AID 2073); HTRF protein-protein interaction, Mint1-CaV2.2; higher % means a stronger effect; one-dose inhibition, % at 20 µM; IC50 in µM for titrated hits; hit rate 0.19% among 290,000; in the data active = inhibition mostly above about 51%, no sharp cut-off; also: some results filed as inactive read as strong as hits
Dynein cargo inh cytoplasmic EGFP – second read-out of Dynein cargo inh, no call of its own (marks repeat the call); z-score; measured here: cytoplasmic GR-EGFP intensity; active compounds read high
Dynein cargo inh nuclear GR-EGFP – recorded beside Dynein cargo inh, whose call it bears; z-score; measured here: nuclear GR-EGFP intensity;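 lower value marks the stronger effect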
Dynein cargo inh cell count – recorded beside Dynein cargo inh, whose call it bears; z-score; measured here: cell count per field
Starred values were filed as active, the others as inactive. Rule as the data show it, unless noted: active = inhibition above about 50%; inactive = the rest.

`COc1ccc(NC(=O)CN(c2ccccc2)S(=O)(=O)N(C)C)cc1Cl` gave PMI inhibitors -5%, Siah-1 displacement 1%, Dynein cargo inh -0.81, human PMI inhibitors -1%, P. falciparum M1AAP 1%, M17LAP inhibition -2%, LYP phosphatase 5%, XIAP displacement -3.4%, AID2073 -3%, Dynein cargo inh cytoplasmic EGFP -0.26, Dynein cargo inh nuclear GR-EGFP -0.38 and Dynein cargo inh cell count 0.92.
Cc1ccc(NC(=O)Cn2nnc(C(=O)Nc3ccc(C)c(C)c3)c2N)cc1 was read as PMI inhibitors 11%, Siah-1 displacement -2%, Dynein cargo inh 0.61, human PMI inhibitors 4%, P. falciparum M1AAP 5%, M17LAP inhibition 3%, LYP phosphatase -2%, XIAP displacement -2.6%, AID2073 8%, Dynein cargo inh cytoplasmic EGFP 0.079, Dynein cargo inh nuclear GR-EGFP 1.2 and Dynein cargo inh cell count -1.7.
Screening CCOC(=O)CSc1nnc(CNc2cccc(Cl)c2)n1-c1ccccc1 returned PMI inhibitors 8%, Siah-1 displacement -5%, Dynein cargo inh -1.3, human PMI inhibitors -2%, P. falciparum M1AAP 4%, M17LAP inhibition -1%, LYP phosphatase -3%, XIAP displacement -1.3%, AID2073 6%, Dynein cargo inh cytoplasmic EGFP -0.39, Dynein cargo inh nuclear GR-EGFP -0.64 and Dynein cargo inh cell count 0.78.
CCOC(=O)C(C)Sc1nc2c(c(=O)[nH]c(=O)n2C)n1CCc1ccccc1 (stereo unspecified) was read as PMI inhibitors -4%, Siah-1 displacement -2%, Dynein cargo inh 1.2, human PMI inhibitors -5%, P. falciparum M1AAP 0%, M17LAP inhibition 7%, LYP phosphatase -5%, XIAP displacement -6.0%, AID2073 -8%, Dynein cargo inh cytoplasmic EGFP -0.31, Dynein cargo inh nuclear GR-EGFP 0.36 and Dynein cargo inh cell count -0.087.
For O=C(COC(=O)/C=C/c1ccccc1)NCC1CCCO1 (stereo unspecified) the results were PMI inhibitors -10%, Siah-1 displacement -3%, Dynein cargo inh -0.55, human PMI inhibitors 1%, P. falciparum M1AAP 9%, M17LAP inhibition -10%, LYP phosphatase -3%, XIAP displacement -7.5%, AID2073 6%, Dynein cargo inh cytoplasmic EGFP -0.095, Dynein cargo inh nuclear GR-EGFP -0.25 and Dynein cargo inh cell count -0.79.
`COc1ccc(OCCSc2ncn[nH]2)cc1` gave PMI inhibitors 3%, Siah-1 displacement 4%, Dynein cargo inh 0.04, human PMI inhibitors 3%, P. falciparum M1AAP 1%, M17LAP inhibition 45%, LYP phosphatase -3%, XIAP displacement -1.8%, AID2073 -3%, Dynein cargo inh cytoplasmic EGFP -0.23, Dynein cargo inh nuclear GR-EGFP -0.63 and Dynein cargo inh cell count -0.26.
`Cc1ccc(C(=O)NCCc2cc3ccc(C)c(C)c3[nH]c2=O)cc1[N+](=O)[O-]` gave PMI inhibitors 10%, Siah-1 displacement 14%, Dynein cargo inh -0.59, human PMI inhibitors 0%, P. falciparum M1AAP -1%, M17LAP inhibition -8%, LYP phosphatase 3%, XIAP displacement -2.9%, AID2073 4%, Dynein cargo inh cytoplasmic EGFP -0.24, Dynein cargo inh nuclear GR-EGFP -0.66 and Dynein cargo inh cell count 0.82.
c1ccc2sc(N3CN(CCN4CCOCC4)CN(c4nc5ccccc5s4)C3)nc2c1 was read as PMI inhibitors 9%, Siah-1 displacement -1%, Dynein cargo inh 0.35, human PMI inhibitors -6%, P. falciparum M1AAP 6%, M17LAP inhibition -6%, LYP phosphatase -2%, XIAP displacement -1.6%, AID2073 -16%, Dynein cargo inh cytoplasmic EGFP -0.22, Dynein cargo inh nuclear GR-EGFP 0.3 and Dynein cargo inh cell count 0.43.
COc1ccc(C(=O)N/C(=C\c2ccco2)C(=O)NC2CCS(=O)(=O)C2)cc1 (stereo unspecified) was read as PMI inhibitors -8%, Siah-1 displacement -4%, Dynein cargo inh -0.37, human PMI inhibitors -2%, P. falciparum M1AAP 8%, M17LAP inhibition 8%, LYP phosphatase -4%, XIAP displacement -3.2%, AID2073 7%, Dynein cargo inh cytoplasmic EGFP -0.26, Dynein cargo inh nuclear GR-EGFP -0.029 and Dynein cargo inh cell count -0.15.
Screening Cc1ccc(-n2[nH]c(C)c(/C=C3/C=Nc4ccccc43)c2=O)cc1C returned PMI inhibitors -4%, Siah-1 displacement -4%, Dynein cargo inh -1.2, human PMI inhibitors -5%, P. falciparum M1AAP -1%, M17LAP inhibition -2%, LYP phosphatase 0%, XIAP displacement -6.7%, AID2073 12%, Dynein cargo inh cytoplasmic EGFP -0.26, Dynein cargo inh nuclear GR-EGFP -0.78 and Dynein cargo inh cell count 1.
O=C(c1ccccc1[N+](=O)[O-])N1CCC(Cc2ccccc2)CC1 was read as PMI inhibitors 4%, Siah-1 displacement -3%, Dynein cargo inh -0.46, human PMI inhibitors 1%, P. falciparum M1AAP 3%, M17LAP inhibition 2%, LYP phosphatase -4%, XIAP displacement -6.9%, AID2073 -7%, Dynein cargo inh cytoplasmic EGFP -0.18, Dynein cargo inh nuclear GR-EGFP -0.33 and Dynein cargo inh cell count 0.33.
`COc1ccc(CNC(=O)CCCCCn2c(SCC#N)nc3cc4c(cc3c2=O)OCO4)cc1` gave PMI inhibitors 9%, Siah-1 displacement 2%, Dynein cargo inh 2.4, human PMI inhibitors 10%, P. falciparum M1AAP 0%, M17LAP inhibition -6%, LYP phosphatase -2%, XIAP displacement -18%, AID2073 22%, Dynein cargo inh cytoplasmic EGFP -0.17, Dynein cargo inh nuclear GR-EGFP 1.8 and Dynein cargo inh cell count -0.41.
CC(C)Cn1c(-c2cc([N+](=O)[O-])ccc2Cl)nc2c1c(=O)[nH]c(=O)n2Cc1ccccc1 was read as PMI inhibitors 5%, Siah-1 displacement -4%, Dynein cargo inh -0.11, human PMI inhibitors -2%, P. falciparum M1AAP 9%, M17LAP inhibition 1%, LYP phosphatase 0%, XIAP displacement -5.2%, AID2073 3%, Dynein cargo inh cytoplasmic EGFP -0.2, Dynein cargo inh nuclear GR-EGFP -0.022 and Dynein cargo inh cell count -0.099.
CC(=O)O/N=C/c1c(N2CCOCC2)n(C)c2ccccc12 was read as PMI inhibitors 0%, Siah-1 displacement -2%, Dynein cargo inh 0.28, human PMI inhibitors -1%, P. falciparum M1AAP -3%, M17LAP inhibition 3%, LYP phosphatase 2%, XIAP displacement -2.3%, AID2073 6%, Dynein cargo inh cytoplasmic EGFP -0.23, Dynein cargo inh nuclear GR-EGFP -0.12 and Dynein cargo inh cell count -0.47.
`CCOC(=O)Cn1nc(-c2ccc(F)cc2)oc1=O` gave PMI inhibitors 0%, Siah-1 displacement 3%, Dynein cargo inh -1.1, human PMI inhibitors -3%, P. falciparum M1AAP 6%, M17LAP inhibition 11%, LYP phosphatase -7%, XIAP displacement -3.5%, AID2073 1%, Dynein cargo inh cytoplasmic EGFP -0.11, Dynein cargo inh nuclear GR-EGFP -0.33 and Dynein cargo inh cell count 0.33.
`CC(C)(C)OC(=O)N/N=C\c1cccnc1` gave PMI inhibitors -9%, Siah-1 displacement -4%, Dynein cargo inh -0.51, human PMI inhibitors -4%, P. falciparum M1AAP 1%, M17LAP inhibition -3%, LYP phosphatase -9%, XIAP displacement 4.4%, AID2073 12%, Dynein cargo inh cytoplasmic EGFP -0.099, Dynein cargo inh nuclear GR-EGFP -0.081 and Dynein cargo inh cell count 0.39.
`N#Cc1nc(-c2cccs2)oc1N1CCN(Cc2ccccc2)CC1` gave PMI inhibitors 18%, Siah-1 displacement -1%, Dynein cargo inh -0.84, human PMI inhibitors 12%, P. falciparum M1AAP 11%, M17LAP inhibition -7%, LYP phosphatase -11%, XIAP displacement -0.8%, AID2073 7%, Dynein cargo inh cytoplasmic EGFP -0.2, Dynein cargo inh nuclear GR-EGFP -0.17 and Dynein cargo inh cell count 0.24.
O=C(/C=C/c1ccccc1Cl)NCc1ccccc1 was read as PMI inhibitors 7%, Siah-1 displacement 2%, Dynein cargo inh -0.6, human PMI inhibitors 8%, P. falciparum M1AAP -5%, M17LAP inhibition 1%, LYP phosphatase -9%, XIAP displacement -3.4%, AID2073 -1%, Dynein cargo inh cytoplasmic EGFP -0.14, Dynein cargo inh nuclear GR-EGFP -0.41 and Dynein cargo inh cell count 0.27.
For CCOC(=O)c1c(NC(=O)c2cc(C)oc2C)sc(C(=O)Nc2ccc(Cl)cc2)c1C the results were PMI inhibitors -8%, Siah-1 displacement 1%, Dynein cargo inh -0.95, human PMI inhibitors -11%, P. falciparum M1AAP 4%, M17LAP inhibition -7%, LYP phosphatase -4%, XIAP displacement -1.7%, AID2073 29%, Dynein cargo inh cytoplasmic EGFP -0.16, Dynein cargo inh nuclear GR-EGFP 0.19 and Dynein cargo inh cell count 1.1.
`O=C(O)Cn1c(=O)cnc2ccccc21` gave PMI inhibitors -2%, Siah-1 displacement -2%, Dynein cargo inh 2.2, human PMI inhibitors -3%, P. falciparum M1AAP -3%, M17LAP inhibition -14%, LYP phosphatase -7%, XIAP displacement -4.6%, AID2073 -3%, Dynein cargo inh cytoplasmic EGFP 0.16, Dynein cargo inh nuclear GR-EGFP 1.9 and Dynein cargo inh cell count -1.5.
`Cc1cc(C)c2[nH]c(=O)c(CN(Cc3ccccc3)C(=S)NCCCN(C)C)cc2c1` gave PMI inhibitors 1%, Siah-1 displacement -2%, Dynein cargo inh -1.2, human PMI inhibitors 2%, P. falciparum M1AAP 4%, M17LAP inhibition 14%, LYP phosphatase -8%, XIAP displacement -1.8%, AID2073 18%, Dynein cargo inh cytoplasmic EGFP 2.2, Dynein cargo inh nuclear GR-EGFP -0.24 and Dynein cargo inh cell count -4.9.

By substructure, the entries above containing a furan ring, fused or not.
COc1ccc(C(=O)N/C(=C\c2ccco2)C(=O)NC2CCS(=O)(=O)C2)cc1 (stereo unspecified) was read as PMI inhibitors -8%, Siah-1 displacement -4%, Dynein cargo inh -0.37, human PMI inhibitors -2%, P. falciparum M1AAP 8%, M17LAP inhibition 8%, LYP phosphatase -4%, XIAP displacement -3.2%, AID2073 7%, Dynein cargo inh cytoplasmic EGFP -0.26, Dynein cargo inh nuclear GR-EGFP -0.029 and Dynein cargo inh cell count -0.15.
For CCOC(=O)c1c(NC(=O)c2cc(C)oc2C)sc(C(=O)Nc2ccc(Cl)cc2)c1C the results were PMI inhibitors -8%, Siah-1 displacement 1%, Dynein cargo inh -0.95, human PMI inhibitors -11%, P. falciparum M1AAP 4%, M17LAP inhibition -7%, LYP phosphatase -4%, XIAP displacement -1.7%, AID2073 29%, Dynein cargo inh cytoplasmic EGFP -0.16, Dynein cargo inh nuclear GR-EGFP 0.19 and Dynein cargo inh cell count 1.1.
